Screening results (PubChem)
PglD inh – blocks C. jejuni PglD acetyltransferase activity; purified PglD enzyme, DTNB colorimetric CoA detection; inhibition, % at 12.5 µM; hit rate 0.098% among 360,000; AID 602405; in the data active = inhibition above about 16%, passing the limit was not always enough; note: strong numbers were not always called active
LGR2 inh – inhibitors of bursicon-induced Drosophila LGR2 receptor cAMP signaling; HEK293 LGR2, CRE-luciferase, bursicon-stimulated, 4 h; inhibition, % at 9.99 µM; hit rate 0.35% among 380,000; AID 720647;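 active = drop in luminescence signal, shown as inhibition above about 50% in the replicate tests, limit read from the data, passing the limit was not always enough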;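 note: agonist challenge used bursicon conditioned medium at about half maximal strength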
INS-1E GSIS act – primary screen for activators of insulin secretion dependent on glucose, INS-1E cells, GLuc reporter luminescence; INS-1E GLuc reporter insulin secretion, 2-3 h; activation, % at 16.6 µM; hit rate 0.61% among 370,000;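 active = lowest replicate activation of at least 40%, so every replicate reaches that level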;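 note: 0% = median of neutral control wells and 100% = median of IBMX positive control wells; some compounds called inactive have numbers as strong as hits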
Statin myotox sup – suppression of simvastatin myotoxicity; hit rate 0.78% among 330,000; AID 602340; rescue of ATP level, % at 7.49 µM; C2C12 myotubes + simvastatin, ATP luminescence, 48 h; scaled: DMSO 0, geranylgeraniol control 100;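 active = mean ATP rescue above about 67%, or every replicate alone reaching that limit, limit read from the data, passing the limit was not always enough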;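 note: myotubes were challenged with 10 µM simvastatin during compound exposure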
PAX8 reporter – lowers PAX8-driven luciferase in RMG-I cells. RMG-I TPO-luciferase reporter, SteadyGlo, 24 h. inhibition, % at 12.6 µM. hit rate 1.2% among 360,000. AID 652154;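 active = mean replicate inhibition at least 60% with every replicate also reaching 60%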;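 note: luciferase light reporting Pax8 driven TPO promoter activity; plate controls were median of neutral control wells for no effect and mitoxantrone controls for full effect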
PGC1a acetyl inh – lowers PGC1a acetylation signal in U2OS cells. hit rate 0.17% among 350,000. AlphaScreen anti-acetyl-lysine; with virally co-expressed GCN5 acetyltransferase. inhibition, % at 15.6 µM. AID 651687;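 active = every replicate shows inhibition of at least 40%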;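 note: 0% = neutral control wells and 100% = positive control wells; some results beyond the cut were filed as inactive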
ARNT TACC3 PPI – disrupts binding between human ARNT and TACC3 | Q9Y6A5 | AlphaScreen His-ARNT PAS-B/GST-TACC3 binding, luminescence; TACC3 fragment carries E629A point mutation | AID 623870 | hit rate 0.66% among 390,000 | inhibition, % at 9.99 µM;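 active = mean inhibition of replicates at least 50% and at least half of replicates each reaching 50%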;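 note: 0% = complete ARNT plus TACC3 wells and 100% = ARNT alone without TACC3; many hits fall short of the cut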
Cneo AK release – causes C. neoformans cell lysis. hit rate 0.2% among 360,000. adenylate kinase release luminescence, 4 h; normalised: neutral wells 0, clomiphene wells 100. lysis activity, % at 15 µM;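 active = mean lysis activity across replicates of at least 80%, whatever share of replicates individually reach that level; inactive = mean lysis activity below 80%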
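Assay system: C. neoformans cells. Amount: yeast cell density of 5 × 10^6 cells/mL. Technique: AK luminescence. Buffer or medium: YPD. Times: static 4 h at 37 °C with compound, 1 h detection. Dosing: single-point compound dose. Read-out: lysis from increased AK signal.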
The depositor's hits bear a star; x = not tested or not shown; & = joins results of further samples.

SMILES	PglD inh	LGR2 inh	INS-1E GSIS act	Statin myotox sup	PAX8 reporter	PGC1a acetyl inh	ARNT TACC3 PPI	Cneo AK release
CCc1ccccc1N(CC(=O)NCc1ccco1)C(=O)CCC(=O)Nc1nccs1	-2	-9	-13	6	8	x	x	0
COc1ccc2c(ccc[n+]2[O-])c1	6	-26	10	5	14	13	-2	-6
CCOC(=O)c1oc2c(c1C)C(=O)CCC2	6	16	5	x	-2	5	-4	-1
COc1ccc(C(=O)O/N=C(\N)c2ccc(Br)cc2)cc1	-5	-95	6	-2	-78	-1	13	3
CCOc1ccccc1CN1CCN(Cc2cc(=O)c3ccccc3[nH]2)CC1CCO (configuration not stated)	1	6	-22	-5	39	-12	-1	-2
CC(C)N(C(=O)CSc1nc2ccccc2c(=O)[nH]1)C(C)C	x	-5	-6	x	4	9	-3	x
Cc1ccccc1S(=O)(=O)N1[C@@H](c2cccc(Cl)c2)C(C(=O)O)=CC[C@H]1c1ccc(Cl)cc1	6	7	1	30	12	4	-26	2
CO[C@H]1CN(C)C(=O)c2cc(NC(=O)C3CCC3)ccc2OC[C@H](C)N(Cc2nccs2)C[C@H]1C	1	0	1	-1	7	x	-13	-2
COc1ccc(CNC(=O)[C@@H](NC(=O)C2CCN(C(=O)[C@@H]3CCCN3C(=O)OC(C)(C)C)CC2)C(C)C)cc1	4	2	-8	-1	x	-17	2	0
O=C(C[C@H]1CC[C@@H](NC(=O)C2CC2)[C@@H](CO)O1)NCc1ccccc1Cl	3	0&8	-1&-3	5	5&-15	1	-8	-2
CN1C(=O)c2cc(NC(=O)C3CCOCC3)ccc2OC[C@H]2O[C@H](CC(=O)NCc3ccc4c(c3)OCO4)CC[C@H]21	1	7	6	-7	3	x	1	1
COc1ccccc1-c1ccc2c(c1)O[C@H](CN(C)C(C)=O)[C@@H](C)CN([C@@H](C)CO)S2(=O)=O	0	-6	-2	x	x	-2	12	7
O=C(CSc1nccc(=O)[nH]1)Nc1ccc(N2CCOCC2)c(Cl)c1	x	-9	17	2	14	-1	-3	x
Cc1cc(S(=O)(=O)NCc2ccccc2)ccc1OCC(=O)NCc1ccccn1	19	14	8	7	-1	8	11	2
C[C@H]1CN([C@@H](C)CO)C(=O)Cc2cc(NS(=O)(=O)c3ccc(F)cc3)ccc2O[C@H]1CN(C)C(=O)Nc1ccc2c(c1)OCO2	x	-4	-17	-3	9	2	x	x
CC(=O)c1cccc(N(C(=O)CNC(=O)c2cccs2)C(C(=O)NCC2CCCO2)c2ccccc2)c1 (configuration not stated)	-5	6	-15	16	10	-3	-5	2
COc1ccc(S(=O)(=O)N(C)CC(=O)NCc2ccco2)cc1	2	x	x	0	x	4	2	-1
Cc1ccc(N2CCN(/N=C/c3ccccc3[N+](=O)[O-])CC2)cc1	1	-17	-3	-2	-27	-5	1	-1
CSCCC(NC(=O)COc1ccccc1)C(=O)NCCOc1ccc(C)cc1 (configuration not stated)	2	7	-36	12	18	-6	1	1
O=C(Cn1c(-c2cscn2)nc2ccccc21)Nc1ccc(Cl)cc1	0	9	-29	21	x	-11	-6	-2
Cc1ccc(C(C)C)c(OCC(=O)N/N=C/c2ccc(S(=O)(=O)O)o2)c1	x	-2	2	9	7	-16	-8	x
O=C(CC1C(=O)NCCN1Cc1ccccc1)NC1CCCCC1 (configuration not stated)	7	-15	-1	5	6	2	x	0
O=[N+]([O-])c1cccc(NC(=S)N2CCN(c3ccccn3)CC2)c1	-2	7	14	-6	-11	-9	-5	-1
CCCCn1c(N)c(N(CCOC)C(=O)c2cc(Cl)nc3ccccc23)c(=O)[nH]c1=O	8	17	-6	-2	15	x	3	0
Cc1cccc(C(=O)NCc2ccc(S(N)(=O)=O)cc2)c1[N+](=O)[O-]	x	-8	20	x	-17	x	-1	x

Next part (three carried over from the part before).
SMILES	PglD inh	LGR2 inh	INS-1E GSIS act	Statin myotox sup	PAX8 reporter	PGC1a acetyl inh	ARNT TACC3 PPI	Cneo AK release
O=[N+]([O-])c1cccc(NC(=S)N2CCN(c3ccccn3)CC2)c1	-2	7	14	-6	-11	-9	-5	-1
CCCCn1c(N)c(N(CCOC)C(=O)c2cc(Cl)nc3ccccc23)c(=O)[nH]c1=O	8	17	-6	-2	15	x	3	0
Cc1cccc(C(=O)NCc2ccc(S(N)(=O)=O)cc2)c1[N+](=O)[O-]	x	-8	20	x	-17	x	-1	x
CC(C)NC(=O)N(C)C[C@@H]1Oc2c(NC(=O)c3cnccn3)cccc2C(=O)N([C@H](C)CO)C[C@@H]1C	1	-16	15	-4	-4	1	-1	0
Cc1cc(C)c(NC(=O)CSc2nc3c(c(=O)n2C)SC(C)C3)c(C)c1 (configuration not stated)	-1	8	12	31	14	-12	4	-4
N#CC1=C(N)OC2=C(C(=O)CCC2)[C@]12C(=O)N(CC(N)=O)c1ccccc12	3	25	12	109*	x	2	-4	-1
CCCCNc1c(-c2ccc(Sc3ccc(OC)cc3)cc2)nc2cc(C)ccn12	-5	19	9	0	23	-13	2	12
CCCCc1c(C)nc2ccc(C)cc2c1SCCC(=O)O	x	-5	x	5	2	-2	-5	x
CO[C@H]1CN(C)C(=O)c2cc(NC(=O)Nc3ccc(F)cc3)ccc2OC[C@@H](C)NC[C@@H]1C	7	-1	3	-14	x	1	5	-2
CN1CCN(C(=O)CN(C)S(=O)(=O)c2cc(Cl)ccc2Cl)CC1	0	3	0	-2	8	7	0	1
COC(=O)c1cc2n(n1)CCN(Cc1ccc(C)cc1)C2=O	7	-3	-1	6	x	12	0	-1
COc1ccccc1NC(=O)CN1C(=O)NC(C)(C)C1=O	3	x	-11	-1	x	-3	-2	0
C[C@@H]1CN([C@H](C)CO)C(=O)c2ccccc2-c2ccccc2CO[C@@H]1CN(C)C(=O)Nc1cccc(C(F)(F)F)c1	3	7	13	-3	-8	-6	-7	-1
Cc1cccc(-n2c3nc(=O)[nH]c(=O)c-3cc3c(C)nn(-c4ccccc4)c32)c1C	-5	-8	-1	x	x	x	-10	1
CCN(CC)C(=O)C(Sc1ccccc1)c1ccccc1 (configuration not stated)	-2	x	x	-2	-8	-12	-6	3
COc1ccc(C#Cc2ccc([C@H]3[C@@H](CO)N4C(=O)CN(C(C)=O)C[C@@H]34)cc2)cc1	x	11	8	x	-12	6	x	x
Cc1onc(-c2c(Cl)cccc2Cl)c1C(=O)NCC1CCCO1 (configuration not stated)	4	-1	1	-2	x	-1	-2	0
COc1ccc(-n2c(=O)cc(N3CCCCCC3)[nH]c2=O)cc1	6	-7	-1	-5	x	-11	-7	0
Cc1cccc(N2CCN(C(=O)c3cccc(N4C(=O)C5CC=CC(C)C5C4=O)c3)CC2)c1C (configuration not stated)	11	22	-24	38	x	-4	-1	1
O=C(COC(=O)c1c[nH]c2ccccc12)Nc1ccc(F)cc1	-3	-3	2	-1	13	x	-2	0
CCN(CC(=O)Nc1ccc2c(c1)OCCO2)S(=O)(=O)c1ccccc1	x	-8	11	x	2	x	-1	-1
O=C(CNS(=O)(=O)c1ccc(F)cc1)Nc1ccccc1	-1	-10	-10	6	-10	x	-16	0
O=C(O)c1ccc(N/N=C/c2cc3ccccc3nc2Cl)cc1	x	-75	-1	x	-126	10	17	x
Cc1onc(-c2ccccc2)c1C(=O)OCC(=O)Nc1cc(S(=O)(=O)N2CCOCC2)ccc1Cl	x	18	-35	x	28	2	-1	x
COCC(=O)N(C)C[C@@H]1Oc2cc(Br)ccc2S(=O)(=O)N([C@@H](C)CO)C[C@H]1C	4	10	16	-6	x	-8	-7	4
Cc1ccc(NC(=O)COC(=O)c2ccc(CN3CCCC3=O)cc2)cc1C	-1	2	-18	6	19	x	-10	-2
COc1ccc(C(=O)Nc2cccc(/C=C/c3nc4ccccc4c(=O)[nH]3)c2)cc1	x	3	10	x	64*	x	-7	x
O=C(c1cccc(S(=O)(=O)N2CCCCC2)c1)N1CCN(Cc2ccccc2)CC1	1	3	-13	7	2	3	x	0

Structures listed so far containing a COOH group, in the order listed:
SMILES	PglD inh	LGR2 inh	INS-1E GSIS act	Statin myotox sup	PAX8 reporter	PGC1a acetyl inh	ARNT TACC3 PPI	Cneo AK release
Cc1ccccc1S(=O)(=O)N1[C@@H](c2cccc(Cl)c2)C(C(=O)O)=CC[C@H]1c1ccc(Cl)cc1	6	7	1	30	12	4	-26	2
CCCCc1c(C)nc2ccc(C)cc2c1SCCC(=O)O	x	-5	x	5	2	-2	-5	x
O=C(O)c1ccc(N/N=C/c2cc3ccccc3nc2Cl)cc1	x	-75	-1	x	-126	10	17	x

The results go on:
SMILES	PglD inh	LGR2 inh	INS-1E GSIS act	Statin myotox sup	PAX8 reporter	PGC1a acetyl inh	ARNT TACC3 PPI	Cneo AK release
CCCCCCn1c(=O)n2n(c1=O)C[C@]1(OC(=O)Nc3cccs3)CN(S(=O)(=O)c3ccc(C)cc3)C[C@]1(O)C2	5	-5	-9	-5	14	7	x	-1
CCC(=O)Nc1ccc2c(c1)C(=O)N(C)C[C@H](OC)[C@@H](C)CN(Cc1ccccc1F)[C@@H](C)CO2	-1	-6	-11	-6	14	11	-8	3
O=C(C[C@@H]1C[C@H]2c3cc(NC(=O)Nc4ccc(F)cc4)ccc3O[C@H]2[C@H](CO)O1)NCC1CC1	-8	1	-14	7	16	0	-2	1
CCc1cccc(NC(=O)CCS(=O)(=O)c2ccc3c(c2)NC(=O)CO3)c1	4	-5	12	-5	-1	-8	4	1
CC(=O)NN1C(=O)c2ccccc2NC1c1ccoc1 (configuration not stated)	2	-27	2	6	-17	-3	-4	1
CCOc1cccc(/C(O)=C2/C(=O)C(=O)N(CCOC)C2c2ccc(C)o2)c1 (configuration not stated)	-3	x	x	24	x	-4	-18	1
COc1ccccc1N1CCN(S(=O)(=O)c2cc3[nH]c(=O)c(=O)[nH]c3cc2C)CC1	-2	2	-4	1	0	6	-9	-2
Cc1noc(C)c1S(=O)(=O)N(C)C[C@@H]1Oc2ccc(NC(=O)Nc3ccc(C(F)(F)F)cc3)cc2CC(=O)N([C@@H](C)CO)C[C@H]1C	-1	-6	-9	5	-3	7	4	1
Cc1cccc(NC(=O)CN(c2ccc(C(C)C)cc2)S(=O)(=O)c2c(C)nn(C)c2C)n1	-4	-7	-17	x	9	-15	0	0
CN(C)CC(=O)N1[C@H](CO)[C@@H](c2ccc(C#CC3CC3)cc2)[C@@H]1C#N	3	6	5	18	13	2	5	-2
CCCCC(=O)Nc1ccc2c(c1)nc(CCNC(=O)c1ccco1)n2C	x	-6	27	-13	-48	5	1	x
CCOC(=O)Cn1nc2sc3ccccc3n2c(=O)c1=O	7	x	x	x	4	24	-3	2
CCc1nn2cc(-c3ccccc3)nc2s1	9	x	x	-3	13	-2	-19	-7
CCOC(=O)C1=C(CSc2nccn2C)NC(=O)NC1c1cc(C)ccc1C (configuration not stated)	8	12	5	7	x	3	23	2
O=Cc1c(N2CCCCCC2)nc2ccccn2c1=O	2	-10	1	8	x	12	-2	-1
CC(=O)OCc1c(C(F)(F)F)nn(C)c1SCc1ccc(Cl)cc1	x	5	-3	x	x	-3	-3	x
CC1C(=O)N(Cc2cn(CC3CCCCC3)nn2)CCS(=O)(=O)N1Cc1ccc(-c2ccc(Cl)c(Cl)c2)cc1 (configuration not stated)	x	6	-1	-5	9	18	x	x
COc1ccccc1-c1ccc2c(c1)O[C@@H](CN(C)C(=O)c1ccncc1)[C@@H](C)CN([C@@H](C)CO)S2(=O)=O	-5	-16	-8	-42	16	2	-14	4
O=C(NNc1ccccc1)C(=O)NNS(=O)(=O)c1ccc(CCCl)cc1	x	8	23	33	-20	-4	-28	x
COC(=O)[C@H](C)NC(=O)COc1ccccc1	-4	19	38	13	x	x	0	-2
O=C(NCc1cccs1)C1CC(=O)N(Cc2ccccc2)C1 (configuration not stated)	-5	x	x	0	5	-1	12	3
COc1ccc(NC(=O)CCCN2C(=O)C(c3ccccc3)Oc3cccnc32)c(OC)c1 (configuration not stated)	x	-18	29	-1	-8	-6	-2	x

The order is random; 2.9% or so of the library scored in one or more.
